Screening results deposited in PubChem by National Center for Advancing Translational Sciences (NCATS).
ATXN viability – Viability Counterscreen for Primary qHTS for Inhibitors of ATXN expression | S2 cells (HEK-293 line with an ATXN2-luciferase reporter) viability, CellTiter-Fluor protease fluorescence, 24 h | Potency, µM (series often up to 56.7 µM), usual class: cytotoxic | 400,000 tested, 0.49% active | AID 651635, 2014; further: potency means the concentration at half of the fitted maximal effect; nearly all actives have a fitted effect of over 40% in size
CCT modulator – High-Throughput Screening for Modulators of Cytosolic Chaperonin Activity. purified chaperonin ATPase assay, HTRF ADP detection, 30 min. activity change, % (test concentration not listed), hits read low. 360,000 tested, 0.3% active. AID 651819, 2012; in the data active means activity change below about -30%; further: on the % scale 0 is the no-effect control and ±100 the full control effect
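ATPase activity: ADP formed was measured by HTRF Transcreener (665/615 nm ratio) after 30 min at 37 deg C with 10 uM ATP. Compounds screened at one 76 uM concentration against 40 or 20 nM TRiC in Tris pH 7.4/KCl/MgCl2/DTT buffer.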
HepG2 tox – qHTS for Inhibitors of TGF-b: Cytotox Counterscreen | HepG2 CAGA-GFP viability, ATP luminescence, 18 h | AID 588856, 2011 | 410,000 tested, 0.76% active | Potency, µM (top dose mostly 46.1 µM), for the others: at the top dose activity change, negative = cytotoxicity, usual class: cytotoxic; further: potency means the concentration at half of the fitted maximal effect; some results filed as inactive show a strong effect at the top dose
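HepG2 CAGA-GFP cells (1000/well, DMEM with 1% FBS) received compound, then TGF-beta at 500 pg/mL final, and were incubated 18 hours at 37 degrees C. Viability was read by CellTiter-Glo luminescence. Media-only wells were set as complete cell-killing and DMSO as no toxicity.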
A549 tox – Nrf2 qHTS screen for inhibitors: counterscreen for cytotoxicity; A549 ARE-Fluc cells, CellTiter-Fluor viability, 18-24 h; Potency, µM (series often up to 46 µM), inactives show at the top dose activity change, negative = cytotoxicity, usual class: inhibitors; 390,000 tested, 0.16% active; AID 504648, 2011; further: potency means the concentration at half of the fitted maximal effect; on the % scale 0 is the no-effect control and ±100 the full control effect
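Cytotoxicity counterscreen: CellTiter-Fluor fluorescence was measured in A549 ARE_Fluc cells after 18-24 h of compound exposure in a concentration series. The subsequent BugLite luminescent read reports ARE-luciferase activity.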
Akt phos inh – HTS Assay for Inhibitors of Akt Phophorylation: Primary Screen | Neuro2A IGF-stimulated pAkt S473 HTRF, 20 min; active compounds read low | activity change, % for hits at 50 µM | 360,000 tested, 0.32% active; in the data active means activity change below about -80%; inconclusive means mostly about -51% to -80%; further: on the % scale 0 is the no-effect control and ±100 the full control effect
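Neuro2A cells in DMEM with 0.5% FBS, overnight at 37 deg C, given compound at single 50 µM final, then IGF (6 nM final) for 20 min at 37 deg C. Lysed; phospho-Akt Ser473 by HTRF after 24 h, 665/615 ratio.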
Nrf2 activator – qHTS of Nrf2 Activators; AREc32 ARE-luciferase reporter (MCF7-derived line), luminescence, 24 h; Potency, µM (series often up to 46.1 µM), inactives show at the highest dose activation, most hits filed as activators; 410,000 tested, 0.31% active; further: potency means the concentration at half of the fitted maximal effect; % of control where 0% means no effect; nearly all actives have a fitted effect of over 65% in size
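AREc32 cells carrying an ARE-driven firefly luciferase reporter were seeded at 1000 cells/well in OPTI-MEM with 5% FBS, then exposed to compound for 24 hr at 37 deg C. Luminescence was read with Steady-Glo after 30 min at RT.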
Mm-Cpn inhibitor – Inhibitors of TCP-1 ring complex (TRiC) of Methanococcus maripaludis (MmCpn): qHTS; Chaperonin Mm-Cpn (Methanococcus maripaludis); purified Mm-Cpn ATPase, ADP Transcreener TR-FRET; Potency, µM (series often up to 76.9 µM), inactives show top-dose activity, negative = inhibition, usual class: inhibitors; 330,000 tested, 0.031% active; AID 504842, 2011; further: potency means the concentration at half of the fitted maximal effect; on the % scale 0 is the no-effect control and ±100 the full control effect; nearly all actives have a fitted effect of over 80% in size
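Purified archaeal Mm-CPN (25nM final) preincubated 10 min at 37degC with compound, then 10uM ATP for 30 min at 37degC; ADP measured by HTRF Transcreener TR-FRET; buffer 30 mM TRIS pH 7.4, 100mM KCl, 5mM MgCl2, 1mM DTT.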
Nrf2 inh – Nrf2 qHTS screen for inhibitors; 360,000 tested, 2.1% active; Potency, µM (doses to about 46 µM), inactives show at the highest dose activity change, negative = inhibition, hits mostly inhibitors; A549 ARE-Fluc reporter, luciferase luminescence, 18-24 h; AID 504444, 2011; further: potency means the concentration at half of the fitted maximal effect; on the % scale 0 is the no-effect control and ±100 the full control effect; nearly all actives have a fitted effect of over 60% in size
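Nrf2 function is reported as luminescence of an ARE-controlled luciferase in A549 cells. Compounds were tested at several concentrations, and a CellTiter-Fluor read on the same wells flagged cytotoxicity.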
TGFb SMAD3 inh – qHTS for Inhibitors of TGF-b; HepG2 CAGA-GFP TGF-b/SMAD3 reporter, GFP fluorescence, 18 h; TGF-beta stimulated, 500 pg/mL final; Potency, µM (top dose mostly 46.1 µM), without a hit: top-dose activity, negative = inhibition, actives largely listed as inhibitors; 410,000 tested, 1.2% active; further: potency means the concentration at half of the fitted maximal effect; on the % scale 0 is the no-effect control and ±100 the full control effect; nearly all actives have a fitted effect of over 65% in size
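First, reporter cells (HEPG2 CAGA-GFP) rested 2 h at 37 degrees C. Next, compounds were pinned in and TGF-beta added to 500 pg/mL final. After 18 h, GFP was imaged per cell and summed per well.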
An asterisk follows results filed as active; i = inactive; ? = inconclusive; . = no result given; [ ] = another dose, or the depositor's remark. Unless noted, the call rests on the fitted dose curve; in most records, active means well fitted curve in the direction sought with a large enough effect; inconclusive means small, poorly fitted or top-dose-only effect, or another doubt; inactive means no such curve, though single readings can be large; an effect the other way counts as inactive or inconclusive.

SMILES	ATXN viability	CCT modulator	HepG2 tox	A549 tox	Akt phos inh	Nrf2 activator	Mm-Cpn inhibitor	Nrf2 inh	TGFb SMAD3 inh
O=C(CSc1nc(-c2ccco2)cc(C(F)(F)F)n1)N1CCN(Cc2ccccc2)CC1	?	-0.9	-14%	-6%	i	0.2%	-1%	?	?
CCCCCCN1C[C@H](O)[C@@H](n2cc(C3CC3)nn2)C[C@@H]1c1ccc(OC)cc1	?	1.1	-25%	.	i	5.3%	.	.	-4%
COc1cc(/C=C(/C#N)C(=O)Nc2cc(C(F)(F)F)ccc2Cl)ccc1OCC(=O)Nc1cccc(C(F)(F)F)c1	i	-1.1	0%	6%	i	2.3%	.	10%	18%
Cc1ccc(-c2cc(C(=O)N3CCN(c4ccccc4O)CC3)c3ccccc3n2)cc1	?	0.7	2%	?	i	4.7%	1%	-27%	1%
Cc1cccc(C(=O)NCCc2sc(-c3ccccc3)nc2C)c1	?	.	-5%	9%	.	0.1%	.	.	0%
Cc1cc(C)c(NC(=S)NC(=O)c2ccc(-c3ccccc3)cc2)c(C)c1	i	0.6	-6%	2%	i	-0.2%	0%	?	-20%
CCOC(=O)c1cccc(NC(=O)c2nn(-c3ccc(OC)cc3)c(=O)c3c2c2ccccc2n3C)c1	i	.	0%	2%	.	1.0%	.	8%	-2%
Nc1scn[n+]1Cc1cccc2cccnc12	i	-1.2	-52%	-6%	i	0.9%	1%	2%	0%
Cn1c(Cn2c(=O)sc3ccccc32)nnc1SCC(=O)NC1CCCC1	i	-0.9	-37%	-3%	i	-0.3%	-2%	4%	1%
Cc1ccccc1N(C=O)c1ccccc1C	i	0.1	0%	-4%	i	0.1%	.	-28%	1%
COC(=O)C1=C(C)n2nnnc2NC1c1ccc(Cl)cc1 (stereo unspecified)	i	0.9	-1%	10%	i	-0.4%	0%	-12%	24%
COCCNC(=O)CN(C(=O)CCC(=O)Nc1ccccn1)c1ccc(OC)cc1	i	2.3	4%	1%	i	-0.3%	0%	2%	14%
CCOc1cc(C(=O)N2CCN=C2SC)cc(OCC)c1OCC	i	-2.4	9%	-1%	i	-0.7%	-3%	-7%	7%
Cn1cccc1-c1nc2ccccc2[nH]1	i	0.4	2%	2%	i	4.5%	0%	?	3%
COc1ccc(-c2c/c(=N\c3nc(-c4ccccc4)c(C)s3)c3ccccc3o2)cc1O	.	0.6	-15%	?	.	6.8%	-1%	?	8.9µM*
CCn1cc(CNC(=S)Nc2cccc(Cl)c2C)cn1	i	-0.5	0%	1%	i	0.4%	-1%	-13%	0%
O=C(CSc1nc2ccccc2nc1N1CCCCC1)Nc1ccc(F)cc1	i	-0.5	-9%	-7%	i	-0.1%	-1%	-22%	-1%
CCc1cnc2c(c1SCc1cc(OC)cc(OC)c1)c(=O)n(C)c(=O)n2C	i	.	5%	11%	.	1.9%	.	.	1%
Cn1c(=O)[nH]c(=O)c2c1[nH]c(=S)n2Cc1ccccc1	i	0.0	5%	0%	i	0.0%	0%	-21%	-1%
COc1cc(/C=N/Nc2nc(N3CCCC3)nc(N3CCCC3)n2)ccc1OCc1ccccc1F	i	-2.1	-20%	-7%	i	0.0%	1%	-13%	0%
COC(=O)c1cncc(C)c1	i	0.2	4%	4%	i	0.1%	-2%	9%	16%
CC[C@]1(C(=O)OC)[C@H]2C(=O)N(C)C(=O)[C@H]2[C@H]2CN=C(SCC3CC3)N21	i	1.4	-19%	-4%	i	-0.7%	1%	6%	-3%
COc1ccc(OC)c(NC(=O)CSc2nn3c(=O)c(C)nnc3s2)c1	i	0.2	-1%	-7%	i	4.1%	-8%	-4%	3%
COc1ccc(NC(=O)C2=NN(C3CCS(=O)(=O)C3)C(=O)CC2)cn1 (stereo unspecified)	i	-2.1	16%	-2%	i	-0.1%	3%	7%	10%
O=C1CCCN1CCCNCCCn1cnc2c(OCc3ccccc3)ncnc21	i	1.2	-3%	14%	i	2.9%	.	?	1%
N#CCCn1cc(C(=O)Nc2ccccc2Br)c(-c2cc3ccccc3o2)n1	?	-2.0	-25%	-2%	i	0.6%	-3%	-1%	-22%
Clc1ccc(-c2nc3ccc(Br)cn3c2Cc2ccsc2)cc1	i	-2.1	-22%	.	i	0.6%	.	.	-20%
COc1ccc(C2=Nn3c(nnc3-c3cccnc3)SC2)cc1OC	i	1.7	2%	-18%	i	0.7%	1%	?	11%
CN(C)CC#CCC(O)(c1ccccc1)c1ccccc1	i	1.0	-19%	4%	i	-0.3%	3%	-15%	7%
CC(C)CNC(=O)C1CCN(c2ccc(S(=O)(=O)N3CCOCC3)cc2Cl)CC1	i	1.1	-21%	0%[1.84 µM]	i	-0.6%	0%	-21%	-12%
Cc1ccc2nc(C3CCN(S(=O)(=O)c4ccc5ccccc5c4)CC3)[nH]c2c1	i	-1.4	-20%	-25%	i	3.9%	.	?	?
CSc1ccccc1C(=O)NCc1ccc(C)cc1	i	1.6	1%	11%	i	0.2%	-4%	16%	8%
CC(=O)NC(c1ccc(F)c(F)c1)c1nc(-c2cccc(C(C)C)c2)cs1 (stereo unspecified)	i	-3.5	-14%	.	i	6.4%	.	.	-12%
COc1ccccc1CN1CCCCC1C(=O)O (stereo unspecified)	i	0.8	-3%	6%	i	0.0%	1%	-3%	-3%
Nc1nc(SCc2nc(-c3ccccc3)no2)[nH]c(=O)c1-c1ccccc1	i	1.2	-7%	?	i	-0.3%	-1%	17%	-2%
CCOC(=O)N1CCN(C(=O)CSc2ccc(-c3ccncc3)nn2)CC1	i	-4.9	4%	6%	i	-0.2%	3%	-20%	9%
Cc1c([N+](=O)[O-])c(N)nn1C	i	1.5	32%	7%	i	1.4%	-1%	0%	34%[activator]
CC(C)c1ccc(S(=O)(=O)c2nnn3c2nc(N2CCN(C)CC2)c2sccc23)cc1	.	.	4%	-8%	.	0.1%	.	15%	34%[activator]
Cc1ccc(NCc2nnc(SCC(=O)Nc3ncc(C)s3)n2Cc2ccco2)c(C)c1	i	-0.6	-60%	-18%	i	4.3%	0%	-4%	?
Cc1ccc(C)c(S(=O)(=O)n2cnc3ccccc32)c1	i	0.9	7%	-1%	.	-0.8%	-3%	10%	8%
O=C(NCc1cccc(Cl)c1)C1CCCN(c2nn3cc(-c4ccc(F)cc4)nc3s2)C1 (stereo unspecified)	.	.	-29%	-8%	.	-1.8%	.	?	0%
CCOC(=O)c1cnc(-c2ccccc2)nc1Oc1ccc(Cl)cc1	i	-3.3	3%	-5%	i	0.5%	0%	.	12%
O=C(Cn1cnc2cc([N+](=O)[O-])ccc2c1=O)Nc1cccc2ccccc12	i	0.2	-12%	1%	i	1.3%	1%	-17%	5%
Cc1ccc(NC2=NC(C(=O)Nc3ccc(C)c(C)c3)CC(=O)N2)cc1 (stereo unspecified)	i	-1.6	-12%	0%	i	-0.2%	1%	0%	-5%
CC1(C)CC(=O)C(C=NCCN2CCN(C(=S)NC3CCCCC3)CC2)=C(O)C1	i	-2.0	-9%	11%	i	0.2%	0%	-8%	-1%
CC(C)C(=O)NCC(c1ccc2c(c1)OCO2)N1CCOCC1 (stereo unspecified)	i	1.0	4%	2%	i	-0.3%	0%	8%	5%
Nc1nc(N2CCN(C/C=C/c3ccccc3)CC2)nc2ccccc12	?	1.0	-20%	-2%	i	3.0%	2%	-13%	46%[activator]
Cc1ccccc1NC(=O)CSc1cn(CC(=O)N2CCCC2)c2ccccc12	i	.	3%	2%	.	-0.8%	.	.	-11%
CCCC(=O)N1CCCC(c2cc(C(=O)NCc3cccnc3)no2)C1 (stereo unspecified)	i	-0.2	-6%	.	i	0.6%	.	.	0%
O=C(NCCF)C1Nc2ccc(OC(F)(F)F)cc2C2C=CCC12 (stereo unspecified)	i	-1.6	-5%	-6%	i	-0.8%	.	5%	-23%

Looked up above.
Result for Cc1ccc2nc(C3CCN(S(=O)(=O)c4ccc5ccccc5c4)CC3)[nH]c2c1 in A549 tox: -25%
Result for COc1ccc(C2=Nn3c(nnc3-c3cccnc3)SC2)cc1OC in HepG2 tox: 2%

(next part)
SMILES	ATXN viability	CCT modulator	HepG2 tox	A549 tox	Akt phos inh	Nrf2 activator	Mm-Cpn inhibitor	Nrf2 inh	TGFb SMAD3 inh
CCc1ccc(C2CC(c3ccc(F)cc3)Nc3nc(N)nn32)cc1 (stereo unspecified)	i	-1.0	-2%	?	i	-0.4%	-1%	14%	1%
CC(C)(C)OC(=O)N1CCC(c2cc(=O)n3[nH]cc(C(=O)NC4CCCC4)c3n2)CC1	i	0.2	-1%	-15%	i	0.2%	0%	-3%	6%
Cn1c(CC(=O)Nc2ccccc2Cl)nnc1SCC(=O)NC1=NCCS1	i	-1.3	-4%	-6%	i	-0.2%	1%	8%	-9%
CSc1nc(N)nc2c1ncn2CC(=O)N1CCN(c2ccccn2)CC1	i	1.3	1%	12%	i	-0.4%	2%	-11%	11%
COc1cc(OC)cc(-c2nc3ccccc3s2)c1	i	-2.1	-21%	18%	.	?	-6%	.	-11%
O=C(NCc1ccc(F)cc1)C1CCN(c2cnccn2)CC1	i	-3.2	13%	3%	i	0.9%	-2%	7%	27%
COC(=O)c1ccc2nc(-c3ccc(C#N)cc3)c(Cc3cccc(F)c3)n2c1	?	-0.5	-12%	.	i	14%	.	.	-12%
Cc1ccc(S(=O)(=O)Nc2cc(Br)cc3cccnc23)cc1	.	.	-26%	?	.	.	.	?	?
